Bioassay records: PubChem BioAssay, National Center for Advancing Translational Sciences (NCATS)
NIH3T3 tox = NIH 3T3 cell cytotoxicity | Potency, µM (highest dose often 96.7 µM), for the others: top-dose activity change, negative = cytotoxicity, most hits filed as inhibitors | 4.3% of 94,000 active | NIH 3T3 viability, CellTiter-Glo ATP luminescence, 48-72 h; note: potency is the fitted concentration of half-maximal effect; nearly all actives have a fitted effect of over 55% in size
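Cytotoxicity was measured by CellTiter-Glo ATP luminescence after 48 or 72 h compound exposure at 37 °C. Mouse NIH 3T3 fibroblasts were seeded at 400 cells/well and dosed by 23 nL pin transfer.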
GPT2 inhibitor = blocks human glutamate pyruvate transaminase 2; Recombinant GPT2, coupled pyruvate oxidase/HRP Amplex Red fluorescence; 0.25% of 100,000 active; AID 1671188; Potency, µM (doses to about 57.7 µM), for the others: top-dose activity change, negative = inhibition, hits mostly inhibitors; note: potency is the fitted concentration of half-maximal effect; nearly all actives have a fitted effect of over 60% in size; many of its hits are not listed in these tables
Target sequence (Q8TD30 whole entry, looked up): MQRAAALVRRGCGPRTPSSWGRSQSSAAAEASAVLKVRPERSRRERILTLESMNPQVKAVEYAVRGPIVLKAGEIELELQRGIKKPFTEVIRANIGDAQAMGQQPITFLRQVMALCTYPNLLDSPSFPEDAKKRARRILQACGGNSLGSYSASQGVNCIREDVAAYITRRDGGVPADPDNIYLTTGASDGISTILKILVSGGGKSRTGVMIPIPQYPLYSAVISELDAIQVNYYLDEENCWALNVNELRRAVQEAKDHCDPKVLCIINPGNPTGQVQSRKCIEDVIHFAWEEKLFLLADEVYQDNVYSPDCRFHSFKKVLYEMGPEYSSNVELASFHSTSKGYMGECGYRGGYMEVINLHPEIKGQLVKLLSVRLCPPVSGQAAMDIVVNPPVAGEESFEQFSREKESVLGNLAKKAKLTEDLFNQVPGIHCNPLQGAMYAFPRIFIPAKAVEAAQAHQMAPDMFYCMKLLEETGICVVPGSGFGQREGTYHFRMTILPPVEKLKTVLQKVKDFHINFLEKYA
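Inhibition is scored from Amplex Red fluorescence generated when pyruvate oxidase and HRP act on pyruvate released by GPT2. Reactions contain 10ng/uL enzyme, 250uM a-KG and 2mM L-alanine and run 30 min at room temperature.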
Luciferase inh = Photinus pyralis luciferase inhibition. P08659. purified P. pyralis luciferase, luminescence, biochemical. Potency, µM (series often up to 115 µM), without a hit: top-dose activity change, negative = inhibition, usual class: inhibitors. 2.5% of 76,000 active. AID 1347043; note: potency is the fitted concentration of half-maximal effect; nearly all actives have a fitted effect of over 65% in size
Target sequence (P08659 whole entry, looked up): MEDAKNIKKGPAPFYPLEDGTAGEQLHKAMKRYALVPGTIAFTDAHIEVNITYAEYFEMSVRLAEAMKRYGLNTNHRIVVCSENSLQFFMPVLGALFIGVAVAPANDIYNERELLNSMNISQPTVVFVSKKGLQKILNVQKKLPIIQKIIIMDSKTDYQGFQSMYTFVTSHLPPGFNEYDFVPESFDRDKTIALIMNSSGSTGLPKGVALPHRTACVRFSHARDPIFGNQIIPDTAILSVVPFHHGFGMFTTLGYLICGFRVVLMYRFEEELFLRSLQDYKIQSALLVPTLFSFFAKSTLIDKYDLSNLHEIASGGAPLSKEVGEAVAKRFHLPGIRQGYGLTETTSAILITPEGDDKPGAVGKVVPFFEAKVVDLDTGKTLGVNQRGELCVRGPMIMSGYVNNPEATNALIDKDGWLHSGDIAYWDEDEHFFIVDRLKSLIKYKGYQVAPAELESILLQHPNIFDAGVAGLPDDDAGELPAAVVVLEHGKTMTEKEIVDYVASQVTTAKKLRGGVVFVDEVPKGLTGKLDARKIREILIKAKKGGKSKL
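Purified 10nM P. pyralis luciferase with 10uM D-luciferin and 10uM ATP in 50mM Tris acetate pH 7.5, 10mM Mg acetate, 0.01% Tween-20, 0.05% BSA. qHTS titration; luminescence read by CCD imager.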
HEK cytotox = kills HEK 293 cells; HEK 293 viability, ATP luminescence (CellTiter-Glo), 48-72 h; Potency, µM (titrated, usually from 115 µM), inactives show at the top dose activity change, negative = cytotoxicity, actives largely listed as inhibitors; 6.6% of 94,000 active; AID 1345083; note: potency is the fitted concentration of half-maximal effect; nearly all actives have a fitted effect of over 60% in size
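Cytotoxicity was scored by loss of ATP-coupled luminescence (CellTiter-Glo) in HEK 293 cells. Compound treatment ran 48 or 72 hr at 37 degree Celsius, 5% CO2, 95% humidity.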
IP6K1 inh = inhibitors of human IP6K1 | 0.81% of 140,000 active | IP6K1 kinase, ADP-Glo luminescence, 2 h; stronger effect = lower value | activity change, % (series mostly up to about 58 µM) | AID 1645851 | Q92551; in the data active = activity change below about -25%
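ADP-Glo luminescence measures ADP made by human IP6K1 during a 2 h RT reaction with ATP/IP6 (mix at 1.3 mM/130 uM); top library doses 57.5 and 19.1 uM final.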
SNCA expr inhib = inhibitors of alpha-synuclein (SNCA) gene expression; HEK-293 SNCA-luciferase knock-in, luminescence, 24 h; Potency, µM (series often up to 57.2 µM), without a hit: at the highest dose activity change, negative = inhibition, most hits filed as inhibitors; 0.17% of 140,000 active;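 note: potency is the fitted concentration of half-maximal effect; plate controls were DMSO cells for no effect and cell-free wells for full effect; nearly all actives have a fitted effect of over 45% in size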
SNCA viab count = reduces viability of HEK-293 SNCA reporter cells. HEK-293-SNCA-luc viability, GF-AFC fluorescence, 24 h. Potency, µM (titrated, usually from 57.1 µM), for inactives: at the top dose activity change, negative = cytotoxicity, usual class: cytotoxic. 0.12% of 150,000 active. AID 1671193;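 note: potency is the fitted concentration of half-maximal effect; 0% = DMSO-treated cells and -100% = medium-only wells without cells; nearly all actives have a fitted effect of over 30% in size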
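Cytotoxicity counterscreen: after 24 h compound treatment of genome-edited SNCA-luciferase HEK-293 cells, live-cell protease substrate GF-AFC read by fluorescence after 30 min; activity scaled between DMSO (0%) and medium-only (-100%), curves Hill-fitted.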
An asterisk follows results filed as active; i = inactive; ? = inconclusive; / = not tested or not shown; & = joins results of further samples; [ ] = remark or other dose. Unless noted, calls come from the whole dose curve; as a rule, active = well fitted curve in the direction sought with a large enough effect; inconclusive = small, poorly fitted or top-dose-only effect, or another doubt; inactive = no such curve, though single readings can be large; an effect the other way counts as inactive or inconclusive. Unless noted, % is set by controls: 0 for no effect and ±100 for the full control effect.

SMILES	NIH3T3 tox	GPT2 inhibitor	Luciferase inh	HEK cytotox	IP6K1 inh	SNCA expr inhib	SNCA viab count
Cc1csc(NC(=O)c2nc3c(o2)CCN(Cc2c(C)noc2C)CC3)n1	50µM*	-7%[88.5 µM]	63µM*	-26%[172 µM]	4	30%[87.6 µM]	4%[87.6 µM]
Cc1nn(C)c2c1c(C(F)(F)F)cc(=O)n2Cc1ccc(Br)cc1F	/	/	/	/	7	27%	2%
O=C1NCc2ccccc2CC12CCN(Cc1cccc(F)c1F)CC2	-22%	i	/	?	-5	-23%	-11%
CCCn1cc2c3c(cccc31)CN(C(=O)c1cccc(C#N)c1)CC2	?	i	9%	?	16	2%	1%
CC(C)[C@@H]1CN(C(=O)c2cc(N3CCCCC3)ccc2Cl)C[C@H]1N(C)C	?	-21%	0%	40µM*	9	-14%	-11%
COC(=O)c1ccc(NC(=O)CCCC(=O)OCC(=O)c2ccc(Cl)cc2)cc1	/	/	/	/	-6	13%	12%
CCc1cccc(-n2nnnc2N2CCN(C(=O)Nc3ccc(C)c(Cl)c3)CC2)c1	?	-7%	/	-23%	-6	-5%	5%
O=C1NC2(CCN(Cc3ccccc3C(F)(F)F)C2)Oc2ccccc21 (centres undefined)	-3%	-16%	-1%	-3%	10	-16%	8%
CC1CCN(S(=O)(=O)c2cc(C(=O)N3CCN(c4ccccc4F)CC3)n(C)c2)CC1	/	/	/	/	-11	18%	4%
CS(=O)(=O)N1CCCC(C(=O)NCc2ccccn2)CCNC(=O)CC1 (centres undefined)	i	i	3%	-2%	-2	9%	-2%
Cc1ccc([S+](=O)([O-])N2CCc3nc(-c4ccccc4)nc(-c4ccc(Cl)cc4)c3C2)cc1	i	?	/	-8%	-12	-8%	8%
O=C(CSc1nc2ccncc2[nH]1)Nc1ccccc1C(F)(F)F	/	/	/	/	-20	0%	-3%
O=C(NCc1cccc(Cl)c1)c1ccc2nnc(-c3ccc(OC(F)(F)F)cc3)n2c1	-29%	0%	/	?	-7	-8%	-11%
Cc1cc(C)c(CNC(=O)c2nc(-c3ccc(CO)cc3)cc3c2ccn3C)c(=O)[nH]1	?	-14%[88.5 µM]	-2%[172 µM]	?	1	-19%[87.6 µM]	-21%[87.6 µM]
COC(=O)c1ccccc1NC(=O)CSc1cc(-c2ccccc2)nc(C)n1	/	/	/	/	10	?	-4%
Cc1ccc(-c2ccc(=O)n(CC(=O)NCc3ccc(F)cc3)n2)cc1	/	/	/	/	17	-3%	6%
O=C(c1ccccc1)N1CCC2(CC1)CC(=O)N(c1ccccc1)c1ccccc1O2	-2%	2%	-7%	-16%	-6	-18%	-6%
CC(C)NC(=O)N1CCN(C(=O)c2cccs2)[C@H](C(=O)N[C@@H](Cc2cccnc2)C(N)=O)C1	4%	-13%	1%	i	0	?	6%
O=C(NCc1cccs1)c1nc2cccnc2n(Cc2ccccc2)c1=O	-30%	i	/	-11%	6	-11%	-14%
Cc1ccc(NC(=O)Cn2c(SCc3ccc(F)cc3)nc3cccnc32)cc1F	/	/	/	/	-5	69%[activator]	6%
CCN(Cc1nc(COC)no1)Cc1cn[nH]c1-c1ccc(F)cc1	-22%	-27%	-8%	-10%	-9	-18%	-12%
O=C(c1ccc2c(c1)OCCO2)N(Cc1cccnc1)c1nc2c(F)cccc2s1	/	/	/	/	7	15%	-29%
COC[C@H]1C[C@@H](NCc2cccc3c2OCO3)[C@H](O)[C@@H]1O	i	3%[88.5 µM]	1%[172 µM]	3%[172 µM]	-11	-4%[87.6 µM]	4%[87.6 µM]
CC1=C(C(=O)OC2CCCCCC2)C(c2ccccc2Cl)CC(=O)N1 (centres undefined)	/	/	/	/	12	15%	14%
Cc1nc2c(c(-c3ccc(Cl)cc3)n1)CN([S+](=O)([O-])c1c(C)noc1C)CC2	-6%	i	0%	-23%	1	40%[activator]	2%
COc1ccc(OC)c(S(=O)(=O)N2CCCOCCNC(=O)[C@@H]3CCCC[C@@H]32)c1	-2%	i	-9%	i	14	5%	10%
Fc1cccc(CN(C2=NCCN2)c2c(Cl)cccc2Cl)c1	/	1%	/	/	6	/	-6%
O=C(c1ccccc1Cl)N1C[C@@H](CO)[C@H](c2nc(C3CC3)no2)C1	-21%	-2%	-5%	?	17	10%	3%
Cc1nc2c(c(SCC(=O)Nc3ccccc3C(F)(F)F)n1)CCC2	/	/	/	/	-5	-27%	0%
Cc1cc(C)n(-c2nc3cc(Cl)ccc3nc2Nc2ccc(C)c(F)c2)n1	/	/	/	/	1	15%	7%
CSCC[C@@H]1NC(=O)c2cc(NC(=O)c3n[nH]c4c3CCCC4)ccc2NC1=O	-16%	i	-8%	-19%	-1	6%	1%
CC[C@H]1CN(C(=O)C2CC2)CC[C@H]1CC(=O)O	4%[174 µM]	-2%[88.5 µM]	-6%[230 µM]	i	1	-3%[87.6 µM]	2%[87.6 µM]
Cn1ccnc1C(=O)N1C[C@@H](COCC2CC2)[C@H](c2ccncc2)C1	i	-3%	1%	i	-7	12%	-2%
Cc1c(C(=O)Nc2cccc(-c3nc4ccccc4s3)c2)oc2ccc(F)cc12	/	/	/	/	19	61%[activator]	3%
CCOc1ccc(CCNC(=O)c2cccc(-n3c(C)nc4cccnc43)c2C)cc1	/	/	/	/	26	?	1%
Cn1c(=O)[nH]cc(CC(=O)N2CCC3(CC(=O)NC3=O)C2)c1=O (centres undefined)	-5%	i	-2%	-33%	6	-22%	1%
Cc1ccc(-c2cc3c(=O)n(CCNC(=O)C4CCCCC4)ccn3n2)c(C)c1	?	-18%	2µM*	?	2	7%	2%
N#Cc1cccnc1-c1ccc(C(=O)N2CCC(NC(=O)Cc3ccccn3)CC2)cc1	-27%	3%	/	?	2	?	4%[12.5 µM]
O=C(NCC(c1ccc2c(c1)OCO2)N1CCN(c2ccccc2)CC1)C(=O)Nc1ccccc1 (centres undefined)	/	/	/	/	4	5%	-10%
O=C(c1cn2cc(-c3cccs3)n(CC3CC3)c(=O)c2n1)N1CCCC1	-25%	5%	4%	-10%	11	5%	-2%
COc1cccc(C2C(C(=O)Nc3ccccc3)=C(C)Nc3nc(-c4ccccc4)nn32)c1OC (centres undefined)	/	/	/	/	10	?	-17%
COc1ccc(C(=O)N2CCC3(CC2)COc2ccccc2NC3=O)cc1	-22%	3%	0%	?	26	17%	-4%
COc1ccccc1N1CCN(C(=O)CN2C(=O)C(c3ccccc3)=NC2(C)C)CC1	3%	i	6%	4%	12	-15%	1%[12.5 µM]
O=C1CC(c2ccccc2)N(C(=O)CNS(=O)(=O)c2ccccc2)CCCCCN1 (centres undefined)	-7%	-2%	3%	-7%	-2	2%	-17%
CCCn1cc(S(=O)(=O)c2cc(C)ccc2C)c(=O)c2cc(F)c(N3CCOCC3)cc21	/	/	/	/	-2	22%	3%
Cc1ccc2c(c1)N1C(=O)OC[C@@H]1CCN(C(=O)c1cc(C)on1)C2	i	-5%[88.5 µM]	-2%[172 µM]	i	6	?	3%[87.6 µM]
COc1cc2c(cc1OCCCN1CCCC1)N=C(N)C21CCC1	/	i	/	/	8	/	-1%
CCCS(=O)(=O)N1CCC(Oc2ccc(-c3noc(-c4ccccc4)n3)cc2)C1 (centres undefined)	?	i	?	?	8	27%	-2%
CCc1noc(-c2cn(C3CCN(C(=O)c4ccc(Cl)cc4)C3)nn2)n1 (centres undefined)	-38%	i	1%	?	-6	-29%	-3%
COc1ccc(-c2noc(-c3nc(C)no3)n2)cc1OC	3%	i	-1%	9%	-1	36%[activator]	6%
COc1ccc(C(=O)N2CCC(N3C(=O)[C@H]4CN(Cc5ccccc5)C[C@H]4C3=O)CC2)cn1	-21%	-3%	/	?	24	-7%	5%
COc1cc(CN(C(=O)c2ccccc2[N+](=O)[O-])c2ccccn2)cc(OC)c1OC	/	/	/	/	38	19%	6%
O=C1Nc2ccc(Br)cc2C(=O)N2CCN(C(=O)c3cccnc3)C[C@H]12	-3%[174 µM]	-9%[88.5 µM]	-3%[172 µM]	-4%[172 µM]	-6	-2%[87.6 µM]	-1%[87.6 µM]
Cc1nc2nc(SCc3c(F)cccc3Cl)nn2c(C)c1Cc1ccccc1	/	/	/	/	-6	84%[activator]	-15%
CN1C(=O)CCCCC1C(=O)N1CCc2ccccc21 (centres undefined)	i	-12%	9%	-6%	-1	-22%	4%
O=C([C@@H]1C[C@H](F)CN1C(=O)Nc1cc(F)cc(F)c1)N1CCCCC1	-17%	i	-1%	-1%	2	?	-8%
O=C(NC1CCN(C(=O)c2ccc(-c3cncnc3)cc2)CC1)c1ccc(C(F)(F)F)cc1	?	i	/	?	-2	?	6%[12.5 µM]
O=C(CCc1nc(-c2cccs2)no1)Nc1cccc([N+](=O)[O-])c1	/	/	/	/	12	0%	8%
Cc1ccc2nc(N3CCN(C(=O)C4CC4)CC3)sc2c1	/	/	/	/	8	203%[activator]	-8%
Cc1ccc(C(=O)N2CCN(c3nc4ncccc4o3)CC2)cc1	-21%&-23%[138 µM]	4%&1%[88.5 µM]	-11%&-8%[172 µM]	-25%&-24%[172 µM]	15&4	11%&5%[87.6 µM]	2%&2%[87.6 µM]
O=C(c1ccco1)N1CC[C@@H]2COCCN(Cc3ccccc3)[C@@H]2C1	-10%	i	0%	-10%	0	-9%	-11%

Compound profiles, from the list above. Order of screens: NIH3T3 tox | GPT2 inhibitor | Luciferase inh | HEK cytotox | IP6K1 inh | SNCA expr inhib | SNCA viab count
Results for `CC1=C(C(=O)OC2CCCCCC2)C(c2ccccc2Cl)CC(=O)N1` (centres undefined) → / | / | / | / | 12 | 15% | 14%
Results for `COC(=O)c1ccc(NC(=O)CCCC(=O)OCC(=O)c2ccc(Cl)cc2)cc1` → / | / | / | / | -6 | 13% | 12%

Of the compounds above, these contain a thiophene ring, fused or not:
SMILES	NIH3T3 tox	GPT2 inhibitor	Luciferase inh	HEK cytotox	IP6K1 inh	SNCA expr inhib	SNCA viab count
CC(C)NC(=O)N1CCN(C(=O)c2cccs2)[C@H](C(=O)N[C@@H](Cc2cccnc2)C(N)=O)C1	4%	-13%	1%	i	0	?	6%
O=C(NCc1cccs1)c1nc2cccnc2n(Cc2ccccc2)c1=O	-30%	i	/	-11%	6	-11%	-14%
O=C(c1cn2cc(-c3cccs3)n(CC3CC3)c(=O)c2n1)N1CCCC1	-25%	5%	4%	-10%	11	5%	-2%
O=C(CCc1nc(-c2cccs2)no1)Nc1cccc([N+](=O)[O-])c1	/	/	/	/	12	0%	8%

2 compounds picked at random from the list so far:
SMILES	NIH3T3 tox	GPT2 inhibitor	Luciferase inh	HEK cytotox	IP6K1 inh	SNCA expr inhib	SNCA viab count
CCCS(=O)(=O)N1CCC(Oc2ccc(-c3noc(-c4ccccc4)n3)cc2)C1 (centres undefined)	?	i	?	?	8	27%	-2%
COc1cc(CN(C(=O)c2ccccc2[N+](=O)[O-])c2ccccn2)cc(OC)c1OC	/	/	/	/	38	19%	6%
